Efflux pump inh – antifungal efflux pump inhibition, Nile Red retention; S. cerevisiae Candida pump triplex; inhibition, % at 10 µM; actives 0.44% (n = 330,000); AID 485275;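 active = plate passing quality check with inhibition over a set limit, or well fluorescence over plate mean plus 4 SD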;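 note: Nile Red retained in pooled yeast measured as flow cytometry median fluorescence; 0% = buffer negative control and 100% = Enniatin B positive control; higher means more Nile Red kept so more efflux inhibition; some compounds called inactive have numbers as strong as hits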
Fh CTSL1 inh – counter-screen for PFM18AAP inhibitors: inhibitors of F. hepatica cathepsin L1. recombinant F. hepatica cathepsin L1, Z-Leu-Arg-MCA fluorescence. inhibition, % at 5.96 µM. actives 0.49% (n = 300,000);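 active = inhibition above the mean of all tested compounds plus 3 SD, set per screening campaign, cut at about 17% in these data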;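 note: 0% = plate median of test compound wells and 100% = 1 µM Z-Phe-Ala-diazomethylketone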
HCV core dimer – HCV core protein dimerization inhibition; actives 0.33% (n = 300,000); AID 1899; TR-FRET GST/Flag-core106 dimerization, 1536-well; inhibition, % at 5 µM;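 active = inhibition above the mean of all tested compounds plus 3 SD, set per screening campaign, cut at about 45% in these data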
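Material: Tagged HCV core106 pair (GST and Flag) | Amount: GST-core106 13.5 nM, Flag-core106 17 nM | Medium: KF-containing HEPES buffer, pH 7.45, DTT, CHAPS, BSA | Reagent: Eu donor and XL665 acceptor anti-tag antibodies | Schedule: 4 h at 22.5 °C | Technique: Time-resolved FRET, ex 340 nm, em 617 and 671 nm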
JMJD2C inh – human JMJD2C demethylase inhibition | GST-JMJD2C(1-420) H3K9me3 demethylation, DELFIA europium | inhibition, % at 2.35 µM | actives 0.069% (n = 330,000);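 active = more than half of a compound's replicate wells show inhibition beyond 50%, single wells judged on their own value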;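 note: signal counts dimethyl H3K9 product captured on neutravidin plate; 0% = median of DMSO wells and 100% = 0.3 times that DMSO median; strong numbers were not always called active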
Target sequence (Q9H3R0 1-420 limits assumed): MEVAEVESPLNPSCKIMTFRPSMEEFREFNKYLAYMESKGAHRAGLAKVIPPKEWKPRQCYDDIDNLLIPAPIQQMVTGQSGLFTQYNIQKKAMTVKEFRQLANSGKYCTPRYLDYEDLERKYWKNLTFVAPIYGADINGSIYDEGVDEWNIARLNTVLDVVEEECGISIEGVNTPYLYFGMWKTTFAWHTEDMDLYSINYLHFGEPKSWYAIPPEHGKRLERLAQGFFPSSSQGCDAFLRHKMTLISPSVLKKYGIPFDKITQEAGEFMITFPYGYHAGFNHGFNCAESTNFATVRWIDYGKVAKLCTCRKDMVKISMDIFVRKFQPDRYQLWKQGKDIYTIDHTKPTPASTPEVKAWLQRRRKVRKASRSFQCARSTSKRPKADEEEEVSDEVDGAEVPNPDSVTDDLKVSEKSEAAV
PP5 primary – inhibitors of human protein phosphatase 5 (PP5). inhibition, % at 6.7 µM. purified PP5c, OMFP substrate fluorescence. P53041. actives 0.18% (n = 320,000);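 active = inhibition above the campaign's mean inhibition across all tested compounds plus 3 SD, cut at about 9.5% in these data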;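 note: 0% = DMSO only and 100% = 100 µM cantharidin control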
PP1 inh – counter-screen for PP5 inhibitors: inhibitors of human PP1-alpha | P62136 | actives 0.9% (n = 320,000) | inhibition, % at 6.7 µM | purified PP1alpha, OMFP fluorescence;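 active = inhibition above the mean inhibition of all tested compounds plus 3 SD, computed separately for each screening campaign, cut at about 15% in these data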
Target sequence (P62136 whole entry, looked up): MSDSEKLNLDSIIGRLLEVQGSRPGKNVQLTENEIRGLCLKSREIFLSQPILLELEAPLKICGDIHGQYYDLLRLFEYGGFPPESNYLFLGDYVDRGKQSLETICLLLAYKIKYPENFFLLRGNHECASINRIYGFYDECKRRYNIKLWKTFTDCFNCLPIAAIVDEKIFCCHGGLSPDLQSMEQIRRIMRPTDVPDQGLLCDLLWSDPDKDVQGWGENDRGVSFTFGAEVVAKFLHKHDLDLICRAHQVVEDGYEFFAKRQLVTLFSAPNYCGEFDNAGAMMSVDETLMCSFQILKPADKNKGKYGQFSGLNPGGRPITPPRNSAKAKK
procasp3 activ – activators of human procaspase-3. P42574. activation, % at 8.5 µM. AID 463141. recombinant procaspase-3 D3A, Ac-DEVD-pNA absorbance 405 nm. actives 0.11% (n = 330,000);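 active = activation above the mean of all tested compounds plus 3 SD, cut at about 21% in these data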;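 note: 0% = DMSO alone and 100% = DMSO wells spiked with extra 5 µM PC-3 D3A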
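Assay system: Procaspase-3 D3A mutant, all three cleavage aspartates alanine. Buffer or medium: Zinc-free HEPES saline buffer with Triton X-100. Times: 1 h compound preincubation, 2 h substrate hydrolysis at 25 °C. Measured by: 405 nm absorbance of p-nitroaniline, reads at 0 and 120 min. Read-out basis: percent activation relative to control range. Replicates: singlicate.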
TPT1 inh – C. albicans TPT1 enzyme inhibition; recombinant caTPT1, FP RNA substrate dephosphorylation; inhibition, % at 5 µM; actives 0.81% (n = 300,000); AID 1962;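 active = inhibition above the mean of all tested compounds plus 3 SD, set per screening campaign, cut at about 24% in these data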;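 note: plate controls were DMSO alone for no effect and ferristatin control at 100 nM for full effect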
proCasp7 act – counter-screen: procaspase-7 (human) activation | P55210 | recombinant procaspase-7, Ac-DEVD-pNA absorbance 405 nm; D23A/D198A/D206A triple mutant, cannot self-cleave; scale: DMSO 0, 5 µM enzyme 100 | activation, % at 8.5 µM | actives 0.093% (n = 330,000) | AID 463210;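 active = percent activation above the screen-wide mean plus 3 SD, cut at about 25% in these data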
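Material: Procaspase-7 triple mutant (PC-7 D3A) | Quantity: 2 µM procaspase-7 mutant as dispensed | Reagent: DEVD-pNA substrate | Times: 1 h preincubation, 2 h reaction | Technique: 405 nm absorbance of p-nitroaniline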
Active calls of the source: *; / = no result given; & = joins results of further samples. Hits appear at their usual frequency, and some 2.9% of all compounds hit somewhere here.

Order of results: Efflux pump inh, Fh CTSL1 inh, HCV core dimer, JMJD2C inh, PP5 primary, PP1 inh, procasp3 activ, TPT1 inh, proCasp7 act
CC1=CC(C)(C)N(C)C(=O)N1c1ccc(Cl)cc1
  -0.1, -1, -3, -9, -2.4, -7, 12, 3, 6
CCOC(=O)N/N=C/c1ccc(OCCSc2ccc(Cl)cc2)c(OC)c1
  -0.1, 2, -2, -3, 4.8, 2, 0, 2, 7
Cc1ccc(-c2nn(CC(=O)NN3CCOCC3)c(=O)c3ccccc23)cc1
  0.1, -1, 1, -4, 0.7, -4, -4, -1, 3
CC(C)[C@H](NC(=O)c1cc2cc(Cl)ccc2n1C)C(=O)N[C@@H](C(=O)O)c1ccccc1
  -0.1, -1, 6, -29, 3.0, -1, 9, 4, -4
Cc1ccn(C(=O)c2cc3ccccc3oc2=O)n1
  0.1, -3, 0, 9, -1.9, 0, 2, -1, 4
COc1ccc(C2/C(=C(/O)c3ccc(C)cc3)C(=O)C(=O)N2C)c(OC)c1 (configuration not stated)
  0.2, -1, -4, -2, 2.7, 2, 2, 0, -34
CN(CCc1ccccn1)C(=O)CCC1CCCN(C(=O)c2cscn2)C1 (configuration not stated)
  0.1, 1, 14, 3, -0.6, -7, -6, 2, -4
Nc1cc(Cl)ccc1C(=O)OCC(=O)NC1CCCCC1
  -0.1, 4, -4, -3, -1.7, -2, 8, -1, 0
NC(=O)C1(N2CCCCC2)CCN(CC(=O)Nc2cc(Cl)ccc2Cl)CC1
  -0.1, 6, 2, 1, -1.5, 0, 10, 2, 6
CCC1(c2ccc(F)cc2)NC(=O)N(CC(=O)Nc2cc(S(=O)(=O)N(C)C)ccc2Cl)C1=O (configuration not stated)
  0.0, 2, 3, /, -1.6, -3, 2, -2, 6

Arranged by length of the SMILES (low to high): part of the list above.
Order of results: Efflux pump inh, Fh CTSL1 inh, HCV core dimer, JMJD2C inh, PP5 primary, PP1 inh, procasp3 activ, TPT1 inh, proCasp7 act
Nc1cc(Cl)ccc1C(=O)OCC(=O)NC1CCCCC1
  -0.1, 4, -4, -3, -1.7, -2, 8, -1, 0
CC1=CC(C)(C)N(C)C(=O)N1c1ccc(Cl)cc1
  -0.1, -1, -3, -9, -2.4, -7, 12, 3, 6
CN(CCc1ccccn1)C(=O)CCC1CCCN(C(=O)c2cscn2)C1 (configuration not stated)
  0.1, 1, 14, 3, -0.6, -7, -6, 2, -4
CCOC(=O)N/N=C/c1ccc(OCCSc2ccc(Cl)cc2)c(OC)c1
  -0.1, 2, -2, -3, 4.8, 2, 0, 2, 7
Cc1ccc(-c2nn(CC(=O)NN3CCOCC3)c(=O)c3ccccc23)cc1
  0.1, -1, 1, -4, 0.7, -4, -4, -1, 3
COc1ccc(C2/C(=C(/O)c3ccc(C)cc3)C(=O)C(=O)N2C)c(OC)c1 (configuration not stated)
  0.2, -1, -4, -2, 2.7, 2, 2, 0, -34
CCC1(c2ccc(F)cc2)NC(=O)N(CC(=O)Nc2cc(S(=O)(=O)N(C)C)ccc2Cl)C1=O (configuration not stated)
  0.0, 2, 3, /, -1.6, -3, 2, -2, 6
CC(C)[C@H](NC(=O)c1cc2cc(Cl)ccc2n1C)C(=O)N[C@@H](C(=O)O)c1ccccc1
  -0.1, -1, 6, -29, 3.0, -1, 9, 4, -4

Other results
Order of results: Efflux pump inh, Fh CTSL1 inh, HCV core dimer, JMJD2C inh, PP5 primary, PP1 inh, procasp3 activ, TPT1 inh, proCasp7 act
CC(Sc1nc2sc3c(c2c(=O)n1-c1ccccc1)CCCC3)C(=O)O (configuration not stated)
  -0.2, 1, 3, 4, 2.1, -4, 7, -4, -3
O=C1c2ccccc2C(O)N1c1cccnc1 (configuration not stated)
  -0.1, 0, -9, 25, -2.0, 6, 7, -1, 3
O=C(CCC(=O)N1CCN(S(=O)(=O)c2ccc(Cl)cc2)CC1)NC1CCCc2ccccc21 (configuration not stated)
  0.1, 1, 2, -1, -0.1, 0, -2, -5, 10
O=C(NCc1ccco1)c1cc(NS(=O)(=O)c2cccc([N+](=O)[O-])c2)ccc1O
  -0.1, 3, -3, -9, -1.0, -5, 4, 1, -4
CCCCc1nnc(NC(=O)C(C)Sc2nc(O)c(Cc3ccccc3)c(=O)[nH]2)s1 (configuration not stated)
  -0.2, 0, 1, -5, 0.1, -1, 0, 0, 2
O=S(=O)(NCCc1ccccc1F)c1cccc(S(=O)(=O)N2CCOCC2)c1
  -0.1, -4, -2, -43, 3.5, -2, 2, -4, 2
CCOc1cc(C(=O)N2CCN(c3ccccn3)CC2)cc(OCC)c1OCC
  0.2, -9, 0, 2, 2.5, -1, 6, -1, 12
Cc1ccc(S(=O)(=O)N2CCc3cc4c(cc3C2C)OCCCO4)cc1 (configuration not stated)
  0.2, 0, 5, -1, 1.1, 0, 8, 0, 8
Cc1ccnc2c(N3C(=O)C4C5c6ccccc6C(c6ccccc65)C4C3=O)cccc12 (configuration not stated)
  0.0, 7, 18, 2, 3.3, 0, 1, -1, 2
CCCN(C(=O)c1ccc(-n2cncn2)c([N+](=O)[O-])c1)C1CCS(=O)(=O)C1 (configuration not stated)
  -0.2, /, /, 2, 0.8, -3, 4, /, 8
O=C(CSc1nnnn1-c1ccccc1)Nc1nsc(-c2ccccc2)n1
  0.6, 6, 0, -6, 0.9, -1, 4, 1, 3
CCc1cccc2c(SC(C)C(=O)NCC3CCCO3)nc(-c3ccccc3)nc12 (configuration not stated)
  0.1, 5, 2, -5, 3.4, -1, -7, 13, 3
O=C(COC(=O)CN1C(=O)COc2ccccc21)NC1CCCCC1
  0.0, 6, -1, 102, -0.8, 3, 4, 0, 13
C/C(=N/NC(=O)CCc1ccccc1)c1ccco1
  0.0, 3, 0, -12, 0.9, -1, 16, 0, 5
CN1CCN(c2ccc(NC(=S)NC(=O)c3cccc4c(Cl)cccc34)cc2)CC1
  -0.1, 0, -3, 32, -0.7, 4, 4, 1, 4
CC(=O)NC1=NN(C(C)=O)C2(S1)C(=O)N(C(C)C)c1ccc(C)cc12 (configuration not stated)
  0.1, -1, -4, 1, 0.8, -2, 2, -3, 15
CN(CC(=O)NCC(c1ccco1)N1CCCCC1)S(=O)(=O)c1ccc(Cl)cc1 (configuration not stated)
  -0.1, -3, 0, 0, -0.5, 0, -7, 2, -1
CCc1ncc(CN2CCCC(C(=O)Nc3cccc(-c4ccc(F)cc4)c3)C2)cn1 (configuration not stated)
  -0.1, 0, -4, -7, 2.1, 0, -2, -1, 3
COc1ccc(C(=O)N2CCN(c3ccccc3Cl)CC2)cc1S(=O)(=O)NC1CC1
  0.3, /, /, -15, 3.1, -1, 2, /, -4
N#CCC(=N)N1CCN(c2ccccc2Cl)CC1
  -0.2, 0, 9, 10, 2.5, 1, -1, 7, 2
CCCc1nc2ccccc2n1C(=S)SC
  -0.1, 1, 1, -12, 0.7, -6, 2, 2, 2
O=C(O)C1Cc2ccccc2CN1S(=O)(=O)/C=C/c1ccccc1 (configuration not stated)
  0.0, -3, 5, 0, -1.6, -6, 2, 0, 7
CCOc1ccccc1NS(=O)(=O)c1ccc2c(c1)NC(=O)CCS2
  2.5, -1, -13, 6, 0.8, 2, 3, -3, 4
CCn1nccc1C(=O)Nc1nc2ccccc2n1CCN1CCCCC1
  0.2, 2, -4, 102, 2.1, -3, 6, 1, 6
CN(C)c1cccc2c1c(NC(=O)Nc1ccccc1)nn2C
  0.1, -5, 1, 4, 2.6, -7, -2, -5, 3
Cc1ccc(NC2=NCCC2)cc1Cl
  -0.1, 1, -6, -9, 0.2, 2, 5, -3, -2
O=C(c1cc(COc2cccc(C(F)(F)F)c2)on1)N1CCC(c2ccncc2)CC1
  0.5*, 3, 3, -1, 6.3, 6, -5, 3, -1
O=C1CC2C(CC(OC(=O)c3ccc(-c4ccccc4)cc3)C2CO)O1 (configuration not stated)
  0.4, -1, -3, -20, 5.0, 1, -7, -3, 12
COc1ccc(NC(=O)c2ccc3c(=O)n4c(nc3c2)CCCCC4)cc1
  0.0, 2, 1, -3, 1.6, -1, 3, -3, 2
CC12CCC(C(=O)N(CC(O)CN3CCCCC3)C1=O)C2(C)C (configuration not stated)
  0.0, -4, -2, -12, 3.9, -2, 1, 2, 4
CCOC(=O)/C=c1\s/c(=C\c2c(OCC)ccc3ccccc23)c(=O)n1CC(=O)NCC1CCCO1 (configuration not stated)
  0.7, 4, 0, 20, 3.5, 0, -5, 25*, -18
CC(=O)Nc1cc2c(cc1NC(=O)Cn1nc(-c3ccc4c(c3)OCCO4)ccc1=O)OCCO2
  0.1, -6, 3, 17, 2.9, 1, 0, 3, -4
CC(=O)NC(CC(=O)Nc1ccc(S(=O)(=O)N2CCOCC2)cc1)c1ccccc1 (configuration not stated)
  -0.3, /, /, -15, /, /, -11, /, 12
CCN1CCN(c2ncnc3c2cnn3-c2ccc(Cl)cc2)CC1
  0.1, -5, -21, 5&18, 0.2, 1, 6, -2, 1
Cc1ccccc1OCc1nc(-c2cccnc2)no1
  0.0, 11, 2, 1, 2.7, 7, 6, 0, -4
O=C(NCCc1ccccc1)c1cc(=O)[nH]c2ccccc12
  0.1, -2, -3, -4, 9.3, -3, -3, 1, 11
COc1cc(/C=N/NC(=O)c2ccncc2)ccc1OC(=O)c1cccc(F)c1
  0.2, 4, -5, 17, 4.0, -2, 1, -2, -7
N#Cc1ccc(-c2ccccc2)nc1SCC(=O)c1cccc(Cl)c1
  0.2, 4, -28, -2, 4.5, 13, -7, 45*, 3
